From PubChem
E coli Lon inh – inhibitors of E. coli Lon protease, primary screen, biochemical, fluorescence polarization | inhibition, % at 7.94 µM | purified E. coli Lon protease | 360,000 compounds, 0.42% hits | AID 602123, 2011; in the data active means inhibition above about 13%, passing the limit was not always enough;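 further: 0% = enzyme with probe and DMSO and 100% = no enzyme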
FAS TE block – FAS thioesterase domain inhibitors, primary screen, biochemical, fluorescence intensity, uHTS; Fatty acid synthase (Homo sapiens), P49327; recombinant FAS-TE, OMFH fluorogenic substrate, fluorescence endpoint; inhibition, % at 15 µM; 360,000 compounds, 0.67% hits; AID 602261, 2012;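 active means compounds whose normalised, plate-corrected inhibition of enzyme fluorescence in the single-dose primary screen is 50% or more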;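 further: 0% = DMSO with enzyme and 100% = substrate without enzyme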
MsrA act – bovine MsrA enzyme activators, primary screen, biochemical, absorbance, HTS | purified bovine MsrA, absorbance read-out | activation, % at 10.6 µM | AID 602163, 2012 | 360,000 compounds, 0.3% hits | Methionine sulfoxide reductase A (Bos taurus); in the data active means activation above about 7.5%;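 further: 0% = vehicle and 100% = reference activator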
MT1-MMP act inh – blockers of MT1-MMP proenzyme processing, primary screen, HT1080 RFP-PRO-GFP cells, GFP/RFP fluorescence | Matrix metalloproteinase-14 (Homo sapiens), P50281 | GFP/RFP ratio fluorescence, overnight; percent of plate control window, DMSO zero | GFP/RFP ratio change, % at 20 µM | 360,000 compounds, 0.061% hits | AID 651647, 2012;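 active means GFP/RFP ratio change of at least 30% with cell ATP level not reduced by more than half and red fluorescence within 50% of control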; further: strong numbers were not always called active
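Assay system – RFP-PRO-GFP reporter HT1080 cells · Compound dosing – single dose of 20 µM compound, 1% DMSO final · Incubation – overnight compound exposure at 37 °C · Measure – GFP/RFP fluorescence ratio · Benchmarks – DMSO wells and RFP-L50D-GFP cells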
CendR NRP1 mod – modulators of CendR peptide binding to NRP-1, primary screen, biochemical, fluorescence polarization, uHTS | inhibition, % at 25 µM | FAM-RPARPAR peptide binding to NRP-1 | Neuropilin-1 (Homo sapiens), O14786 | 360,000 compounds, 0.85% hits;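 active means inhibition or corrected inhibition above about 18%, plus a signal ratio from 0.5 to 1.5, limit read from the data, passing the limit was not always enough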; further: strong numbers were not always called active
MLLE-PAM2 inh – inhibitors of PABP1 MLLE–PAM2 peptide binding, primary screen, biochemical, fluorescence polarization, FITC-PAM2, GST-MLLE. Polyadenylate-binding protein 1 (Homo sapiens), P11940. inhibition, % at 20 µM. 360,000 compounds, 0.36% hits; in the data active means inhibition above about 35%, passing the limit was not always enough;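 further: plate controls were DMSO wells with GST-MLLE for no effect and wells lacking GST-MLLE protein for full effect; some results filed as inactive read as strong as hits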
Target sequence (P11940 whole entry, looked up): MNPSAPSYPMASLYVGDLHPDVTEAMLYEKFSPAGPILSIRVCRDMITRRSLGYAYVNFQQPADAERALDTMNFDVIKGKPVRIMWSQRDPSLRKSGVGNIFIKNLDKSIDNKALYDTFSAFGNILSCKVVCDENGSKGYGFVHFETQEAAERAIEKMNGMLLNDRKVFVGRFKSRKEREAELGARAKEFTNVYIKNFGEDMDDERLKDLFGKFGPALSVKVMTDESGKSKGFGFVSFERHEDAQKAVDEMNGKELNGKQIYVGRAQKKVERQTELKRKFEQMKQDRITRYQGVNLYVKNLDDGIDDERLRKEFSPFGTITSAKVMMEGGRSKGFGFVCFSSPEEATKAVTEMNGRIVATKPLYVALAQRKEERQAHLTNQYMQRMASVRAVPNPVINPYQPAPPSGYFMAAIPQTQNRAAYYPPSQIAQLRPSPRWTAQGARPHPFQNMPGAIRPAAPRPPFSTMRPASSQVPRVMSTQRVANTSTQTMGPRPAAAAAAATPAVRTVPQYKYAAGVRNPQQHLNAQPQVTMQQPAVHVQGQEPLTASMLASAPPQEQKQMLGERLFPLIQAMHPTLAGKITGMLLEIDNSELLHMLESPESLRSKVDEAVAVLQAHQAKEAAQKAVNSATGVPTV
MsrA inh – bovine MsrA enzyme inhibitors, primary screen, biochemical, absorbance, HTS. Methionine sulfoxide reductase A (Bos taurus). purified bovine MsrA, absorbance read-out. inhibition, % at 15.5 µM. 360,000 compounds, 0.75% hits. AID 651718, 2012; in the data active means inhibition above about 4.5%;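 further: 0% = vehicle wells with enzyme and 100% = reference inhibitor wells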
SKN-1 block – suppressors of acrylamide-induced Pgst-4::GFP reporter in worms, primary screen, SKN-1 inhibitor project, whole organism, uHTS, GFP/RFP fluorescence ratio, strain VP596 | C. elegans VP596 Pgst-4::GFP/RFP ratio, 24 h | inhibition, % at 21.8 µM | 360,000 compounds, 0.49% hits;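 active means interference check ratio from 0.5 to 1.5 plus GFP to RFP signal ratio inhibition reaching or exceeding a fixed threshold, cut at about 30% in these data, passing the limit was not always enough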; further: some compounds called inactive have numbers as strong as hits
Tb MetRS inh – T. brucei MetRS inhibitors, primary screen, biochemical, luminescence; methionyl-tRNA synthetase (Trypanosoma brucei brucei); purified T. brucei MetRS, ATP depletion, Kinase-Glo luminescence; inhibition, % at 11.9 µM; 360,000 compounds, 0.4% hits;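 active means inhibition above a per-plate cutoff of the control wells' mean inhibition plus 3 SD, cut at about 5.5% in these data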;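 further: 0% = DMSO wells median and 100% = median of wells with control inhibitor compound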
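Material: T. brucei methionyl-tRNA synthetase, purified; reagent: substrates ATP, L-methionine and bulk Escherichia coli tRNA; dosing: 11.9 µM single point; timing: 15 min plus 2 h at 25 °C; detection: luminescence of leftover ATP; evaluation: % inhibition; control set: DMSO-only wells as low control; replicates: singlicate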
An asterisk follows results filed as active; . = no result given.

SMILES | E coli Lon inh | FAS TE block | MsrA act | MT1-MMP act inh | CendR NRP1 mod | MLLE-PAM2 inh | MsrA inh | SKN-1 block | Tb MetRS inh
Cc1ccc(SC(C)C(=O)Nc2ccccc2C(=O)N2CCOCC2)cc1 (stereo not given) | 1 | -3 | 0 | -3 | 16 | -5 | -0.7 | 29 | -0.4
O=C(Oc1ccc2c(=O)c(Oc3ccc4ccccc4c3)coc2c1)c1cncc(Br)c1 | 10 | -6 | -2 | 4 | 2 | 0 | 2.5 | 2 | 0.0
N#Cc1ccc(CSc2nnc(-c3cccs3)n2-c2ccccc2)cc1 | -5 | 11 | -2 | -2 | 1 | -8 | -0.3 | -4 | -0.8
CCS(=O)(=O)Nc1ccc(C(=O)CC2(O)C(=O)Nc3ccccc32)cc1 (stereo not given) | -7 | -16 | -12 | 4 | 10 | 3 | 1.8 | -2 | -1.9
O=C(Nc1ccc2c(c1)C(=O)NC2=O)c1ccc(Cl)s1 | 0 | -1 | -2 | -108 | -12 | 6 | 1.1 | 5 | -0.6
C=CCn1c(SCC(=O)Nc2cc3oc4ccccc4c3cc2OC)nnc1-c1cnccn1 | 10 | 22 | 0 | 4 | 4 | -3 | -0.4 | 5 | -0.5
CCOC(=O)c1c(NC(=O)c2ccco2)sc2c1CCCC2 | -2 | 0 | -3 | -4 | 7 | 6 | 0.8 | 9 | -0.4
Nn1cnc2c(c1=O)C1(CCCCC1)Cc1ccccc1-2 | 3 | 1 | -10 | -10 | 9 | 13 | -0.3 | -3 | -0.5
O=c1cc(Nc2ccc3c(c2)OCCO3)[nH]c(=O)n1Cc1ccc(F)cc1 | 6 | -1 | -2 | . | 1 | -4 | 0.4 | 20 | -0.8
Cc1ccccc1NC(=O)CN1CCN(C(=O)c2ccco2)CC1 | -11 | -6 | -3 | -1 | 0 | -21 | 0.6 | 18 | 0.6
O=C(Cc1ccc(Cl)cc1)NNc1c(F)c(F)cc(F)c1F | 6 | 0 | -3 | -2 | -1 | 4 | 0.3 | -2 | 0.5
CC(C)NC(=O)C1(C)CCCN1C(=O)c1ccc2c(c1)C(C)(C)CCC2(C)C (stereo not given) | -8 | -4 | -8 | -3 | -6 | -5 | -0.3 | 5 | -0.2
O=C(CN1CCN(c2ccccc2)CC1)Nc1ccncc1 | -8 | -5 | 0 | 3 | 13 | -2 | -1.5 | 11 | 1.6
NC(=O)COC(=O)CCCc1nc2ccccc2s1 | 7 | -10 | -1 | 7 | 6 | 10 | 0.2 | -6 | 0.5
Cc1ncc(CO)c(/C=N/NC(=O)c2ccoc2C)c1O | 8 | -5 | -14 | 2 | 3 | 2 | 2.1 | 7 | -0.7
CC(C)(C)C(=O)N1CCN(c2ccc([N+](=O)[O-])cc2Cl)CC1 | 4 | -4 | -9 | 9 | 12 | 7 | 4.0 | -5 | 1.7
[2H]C(CCOS(N)(=O)=O)c1ccccc1 (stereo not given) | 10 | -4 | -2 | . | 3 | -6 | -0.4 | 2 | -0.4
O=[N+]([O-])c1ccc(C=NNc2ccccc2)cc1 | -65 | 43 | -9 | -23 | -83 | -90 | 0.9 | 11 | 0.2
COC(=O)c1noc(C)c1-c1ccnn1C(=O)c1ccc(Cl)cc1 | 0 | -4 | 2 | -2 | -1 | 0 | -1.0 | 7 | -0.2
Cc1ccc(N2CC(C(=O)NC3=NCCS3)CC2=O)cc1 (stereo not given) | 1 | -5 | 1 | 0 | 3 | 9 | 0.3 | -1 | 0.0
O=C(CNC(=O)c1nc[nH]c1C(=O)NCc1ccccc1)OCc1ccccc1 | -4 | 19 | -5 | 1 | 0 | 17 | 1.9 | -10 | 0.7
O=C(CN1C(=O)NC2(CCCC2)C1=O)Oc1ccc2ccc(=O)oc2c1 | -14 | -1 | -3 | -1 | 16 | 26 | 1.9 | 20 | -0.5
O=C(Cn1cnc2c(OCc3ccccc3)ncnc21)NCC1CCCO1 (stereo not given) | -14 | -9 | -4 | 1 | -14 | 15 | -1.2 | 20 | -1.2
O=C1CC(Sc2nnnn2C2CCCCC2)C(=O)N1c1ccccc1 (stereo not given) | -6 | -2 | -5 | 1 | 5 | 5 | 0.3 | 3 | -0.5
COc1ccccc1-c1nc(SCC(=O)N2CCC(C(N)=O)CC2)n[nH]1 | 4 | -5 | -1 | 2 | -5 | 10 | 0.3 | 21 | -0.3

Some of these compounds in order of the SKN-1 block value, smallest number first:
SMILES	SKN-1 block
CCOC(=O)c1c(NC(=O)c2ccco2)sc2c1CCCC2	9
O=[N+]([O-])c1ccc(C=NNc2ccccc2)cc1	11
O=c1cc(Nc2ccc3c(c2)OCCO3)[nH]c(=O)n1Cc1ccc(F)cc1	20

Further records
SMILES | E coli Lon inh | FAS TE block | MsrA act | MT1-MMP act inh | CendR NRP1 mod | MLLE-PAM2 inh | MsrA inh | SKN-1 block | Tb MetRS inh
CC(C)CC(=O)Nc1ccc(C(=O)CN2C(=O)NC3(CCOc4ccccc43)C2=O)cc1 (stereo not given) | 8 | 9 | -10 | . | -1 | -6 | -0.1 | -1 | -0.8
O=C(CN1CCN(C2CCCCC2)CC1)c1c[nH]c2ccccc12 | -5 | -20 | -10 | 6 | 5 | -111 | 0.2 | -11 | -1.0
COc1ccc(N2CCN(CCNC(=O)Nc3ccc(C)c(Cl)c3)CC2)cc1 | 2 | 3 | 1 | 3 | 4 | 7 | 1.1 | -5 | 0.7
C=CCCCCCCCCC(=O)NN | -6 | -5 | -3 | -4 | -10 | -2 | 1.2 | -2 | 1.3
CCCCC(=O)NC1=C(C(=O)OC)SCC1 | -23 | -6 | 1 | 1 | -6 | 28 | -0.1 | 9 | -0.5
CCOc1ccc(S(=O)(=O)N2CCCC(C(=O)NCc3cccnc3)C2)cc1Cl (stereo not given) | -16 | 0 | -1 | 3 | -1 | 10 | -0.1 | 2 | 2.0
COc1ccc(S(=O)(=O)Nc2cc3c4c(c2)CCN4C(=O)CC3)cc1OC | 3 | -7 | -1 | 3 | 2 | 3 | -0.9 | 1 | -0.2
CCCCCCSc1cc(-c2nc3ccc(Cl)cn3c2NC2CCCCC2)ccc1OC | -19 | 23 | 1 | -7 | -22 | -40 | 2.8 | 0 | -0.3
O=C(CN1C(=O)NC2(CCCc3ccccc32)C1=O)NCC(F)(F)F (stereo not given) | -4 | 0 | -4 | 1 | -1 | 8 | 0.4 | -4 | 0.7
CN1CCN(C(=O)c2cccc(-c3ccc4nncn4c3)c2)CC1 | 4 | -10 | 0 | 3 | -12 | -21 | 0.0 | 6 | 0.0
CCC(O)(C(=O)Nc1ccccc1C(F)(F)F)c1ccccc1OC (stereo not given) | -1 | 1 | -9 | 3 | 1 | 1 | 1.2 | 11 | -0.5
O=C(NCc1cc(Cl)cc(Cl)c1)c1ccc2sc([C@@H]3O[C@H](CO)[C@H](O)[C@H](O)[C@H]3O)nc2c1 | 0 | -4 | 0 | 1 | -1 | 2 | 0.2 | -2 | 18*
Cc1noc(NS(=O)(=O)c2ccc(NC(=O)c3ccccc3NS(=O)(=O)c3ccc(F)cc3)cc2)c1C | 4 | -3 | 0 | 0 | -20 | 3 | 0.7 | 10 | -0.1
OCCN(CCO)CC(O)CN(c1ccccc1)c1ccccc1 (stereo not given) | 6 | -3 | -1 | 1 | 9 | 1 | 0.9 | 12 | -0.5
CC1CCN(C(c2ccccc2)c2nnnn2C(C)(C)C)CC1 (stereo not given) | -4 | -3 | -4 | -3 | -7 | -2 | 0.2 | 9 | -1.4
CNC(=O)c1c(NC(=O)c2ccc3ncsc3c2)sc(C)c1C | -1 | -1 | -5 | -1 | 3 | -5 | 2.1 | 20 | -0.1
COc1ccc(CCN2CC(=O)NC(=O)C2)cc1OC | -1 | -8 | 1 | 0 | -4 | -1 | 2.5 | 4 | -0.3
CO[C@H]1CC[C@@]2(C)[C@@H](CC[C@@H]3[C@@H]2CC[C@@]2(C)[C@H]3C[C@H](C(=O)O)O[C@]23CCCO3)C1 | -8 | -5 | -4 | 4 | -8 | -2 | -0.5 | -8 | -2.0
COCCOC(=O)c1c(NC(=O)CN2CCCc3ccccc32)sc(C(N)=O)c1C | 0 | 4 | -4 | -3 | -13 | -4 | -0.5 | 10 | -0.5
O=S(=O)(c1ccc(NCc2ccccc2)cc1)N1CCOCC1 | 1 | 2 | -4 | 5 | 7 | -3 | 1.3 | -2 | -0.3
OCCCN=c1cc(-c2ccccc2)oc2ccc(Cl)cc12 | -9 | -6 | -4 | -2 | -13 | 26 | 4.8* | -9 | -0.5
CCc1nnc(NC(=O)CSc2nnc(CNc3ccc(OC)cc3)n2CC)s1 | 7 | -2 | -10 | 2 | 6 | -6 | -0.1 | 9 | -1.1
O=C1c2ccccc2NC(c2ccc3c(c2)OCCO3)N1c1ccc2c(c1)OCCO2 (stereo not given) | 3 | 8 | 0 | 4 | -12 | 4 | 1.2 | -3 | -0.1
Nc1c(N(CCCO)C(=O)CCCN2C(=O)c3cccc4cccc(c34)C2=O)c(=O)[nH]c(=O)n1Cc1ccccc1 | 3 | -4 | -2 | -3 | -2 | -2 | 2.2 | -1 | -0.3
COc1ccc(C2c3c(ncn(CCN4CCOCC4)c3=N)Oc3ccc4ccccc4c32)cc1 (stereo not given) | -5 | 2 | -6 | 4 | -10 | -8 | -0.7 | -9 | -0.5

The list goes on:
SMILES | E coli Lon inh | FAS TE block | MsrA act | MT1-MMP act inh | CendR NRP1 mod | MLLE-PAM2 inh | MsrA inh | SKN-1 block | Tb MetRS inh
O=C(NCc1cccnc1)c1ccc(CS(=O)(=O)Cc2ccc(Cl)cc2)o1 | -3 | -5 | -1 | -2 | -9 | 14 | 0.1 | -10 | 0.4
Cc1ccc(S(=O)(=O)N2CCN(c3ncccn3)CC2)c(C)c1 | -5 | 19 | -4 | 0 | 7 | 4 | 0.7 | -6 | -0.7
Cc1c(C(=O)NCCCN2CCOCC2)sc2nc(-c3ccc(F)cc3)cn12 | 6 | 0 | 1 | 8 | -6 | 11 | -0.4 | 17 | -0.5
COc1ccc(OCC(=O)Nc2cc(OC)ccc2N2CCCCC2)cc1 | -4 | 23 | -3 | -5 | 5 | 2 | -1.0 | 15 | -0.5
O=C(NCCc1ccc(Cl)cc1)Nc1cccc(Cl)c1 | 0 | 37 | -4 | -3 | -6 | 7 | -0.9 | 1 | 7.0*
Cc1cc(C(=O)Nc2cccc(C(=O)O)c2)c(C)o1 | 1 | -6 | -3 | 1 | -7 | -8 | -0.5 | 11 | -0.4
COc1ccc(Nc2nnc(SCC(=O)N(CC(C)C)C3CCS(=O)(=O)C3)s2)cc1 (stereo not given) | 5 | -4 | 0 | -1 | -4 | -24 | 0.3 | 8 | 11*
